Source: PubChem
LEDGF integ inh: blocks HIV-1 LEDGF/p75-dependent DNA integration; AID 743269; 370,000 tested, 0.64% active; TR-FRET IN-LEDGF/p75 DNA integration, Eu/Cy5; inhibition, % at 3.7 µM;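 active means inhibition above the screen-wide mean plus 3 SD, cut at about 13% in these data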;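 further: signal is the Cy5 over europium emission ratio at 671 and 618 nm; 0% = plate median of compound wells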
MBD2 inh: MBD2-methylated oligo binding inhibition. inhibition, % at 4.4 µM. TR-FRET, MBD2 binding to methylated oligonucleotide. Q9UBB5. 370,000 tested, 0.31% active. AID 686964; in the data active means inhibition above about 13%
PRMT1 FP inh: PRMT1 (human) inhibition, primary screen | AID 652257 | Q99873 | inhibition, % at 2.79 µM | 370,000 tested, 1.3% active | recombinant PRMT1, activity-based probe fluorescence polarization;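 active means inhibition above about 21% made by adding two undisclosed values, limit read from the data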
ABHD4 inh: inhibits mouse alpha/beta hydrolase domain 4; Q8VD66; purified mABHD4, FP-Rh probe fluorescence polarization; inhibition, % at 8.92 µM; 370,000 tested, 0.54% active; AID 720543;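 active means inhibition exceeding the mean over every tested compound plus 3 SD, cut at about 30% in these data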;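 further: 0% = plate median of compound wells and 100% = S159A mutant with DMSO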
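system = mouse ABHD4 enzyme, wild type | medium = HEPES pH 7.0, NaCl, Pluronic buffer | also added = FP-Rh probe | incubation = Enzyme–compound pre-incubation 45 min, then probe 60 min, both 25 °C | technique = fluorescence polarization, excitation 525 nm, emission 598 nm, BODIPY TMR filters | controls = S159A mutant high control, sample median low control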
TDP2 absorb: TDP2 (human) inhibition, absorbance primary screen. 370,000 tested, 0.34% active. O95551. inhibition, % at 12.8 µM. recombinant TDP2, T5PNP hydrolysis, p-nitrophenol absorbance 415 nm;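 active means inhibition above the mean of all tested compounds plus 3 SD, set per campaign, cut at about 25% in these data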;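 further: 0% = DMSO with enzyme and 100% = buffer with substrate but no TDP2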
Target sequence (O95551 whole entry, looked up): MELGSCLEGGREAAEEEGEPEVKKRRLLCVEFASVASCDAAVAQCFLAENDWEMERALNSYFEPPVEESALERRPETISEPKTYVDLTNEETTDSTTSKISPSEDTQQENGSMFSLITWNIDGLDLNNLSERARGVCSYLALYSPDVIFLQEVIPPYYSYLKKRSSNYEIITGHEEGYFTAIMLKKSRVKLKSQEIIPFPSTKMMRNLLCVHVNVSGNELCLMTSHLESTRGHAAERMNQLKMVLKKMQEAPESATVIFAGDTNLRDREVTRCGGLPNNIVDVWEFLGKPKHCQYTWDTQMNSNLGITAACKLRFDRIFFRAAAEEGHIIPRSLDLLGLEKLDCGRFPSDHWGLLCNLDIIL
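System: recombinant human TDP2 / Amount: 120 nM TDP2 per well / Also added: 5 mM T5PNP chromogenic substrate / Doses: 12.8 µM single point, 1% DMSO / Incubation: 2 h at 37 °C / Detection: p-Nitrophenol epi absorbance / Evaluation: % inhibition relative to enzyme-containing and enzyme-free wells / Repeats: singlicate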
HTRA1 inhibitor: blocks human HTRA1 serine peptidase | Q92743 | inhibition, % at 5.96 µM | 340,000 tested, 0.5% active | recombinant HTRA1, FP-rhodamine activity-based probe, fluorescence polarization | AID 504803; in the data active means inhibition above about 36%;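 further: 0% = enzyme with DMSO and 100% = wells lacking enzyme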
SIAE primary: blocks human sialic acid acetylesterase. Q9HAT2. SIAE FP-Rh probe binding, fluorescence polarization. inhibition, % at 9.66 µM. 370,000 tested, 0.69% active. AID 1053197;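 active means inhibition above a cutoff: mean of compounds within the control limits plus 3 SD of those, cut at about 17% in these data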;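 further: 0% = plate median of compound wells and 100% = probe without SIAE protein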
Target sequence (Q9HAT2 whole entry, looked up): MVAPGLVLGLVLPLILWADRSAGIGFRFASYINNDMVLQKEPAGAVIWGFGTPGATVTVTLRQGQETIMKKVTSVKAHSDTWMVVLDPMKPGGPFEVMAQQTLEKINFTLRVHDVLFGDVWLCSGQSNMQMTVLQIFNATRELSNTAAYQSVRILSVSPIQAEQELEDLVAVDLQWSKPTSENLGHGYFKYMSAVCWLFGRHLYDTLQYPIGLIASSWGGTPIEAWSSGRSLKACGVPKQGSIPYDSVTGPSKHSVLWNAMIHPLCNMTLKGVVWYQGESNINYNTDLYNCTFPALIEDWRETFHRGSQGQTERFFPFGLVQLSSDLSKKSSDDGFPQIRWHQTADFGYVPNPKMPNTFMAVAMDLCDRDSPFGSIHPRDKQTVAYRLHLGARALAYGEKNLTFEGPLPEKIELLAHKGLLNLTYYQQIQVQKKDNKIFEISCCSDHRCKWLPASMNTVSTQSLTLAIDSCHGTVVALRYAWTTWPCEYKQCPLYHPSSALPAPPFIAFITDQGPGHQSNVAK
NPR2 activator: GC-B (human) receptor activation; HEK293-GC-B cells, CNP EC30, cGMP TR-FRET; 0% at EC30 CNP, 100% saturating CNP; P20594; AID 1920062; activation, % at 10 µM; 370,000 tested, 0.11% active;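 active means activation at 10 µM reaching about 35% in either raw or pattern-adjusted values, limit read from the data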
rCAG RNA binder: molecules binding r(CAG) RNA repeats; 370,000 tested, 1.3% active; AID 651821; inhibition, % at 3 µM; r(CAG) RNA repeat, TO-PRO-1 dye displacement fluorescence;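 active means inhibition above the plate cutoff, the mean of all test compounds on that plate plus 3 SD, cut at about 35% in these data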;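 further: 0% = DMSO alone and 100% = 100 µM mitoxantrone as full dye displacement; higher means more dye released from RNA so lower well fluorescence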
TCR CD3 inh: inhibitors of human TCR-CD3 interaction; TAMRA-labeled TCR probe fluorescence, biochemical; inhibition, % at 9.4 µM; 360,000 tested, 0.37% active; in the data active means inhibition above about 19%;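 further: recombinant mutant TCR 2C K166C tagged with TAMRA read by polarization; 0% = receptor in buffer alone and 100% = receptor with positive control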
The depositor's hits bear a star; / = no result given. These rows are one share of the data; count on the stated rates, not on these rows.

SMILES	LEDGF integ inh	MBD2 inh	PRMT1 FP inh	ABHD4 inh	TDP2 absorb	HTRA1 inhibitor	SIAE primary	NPR2 activator	rCAG RNA binder	TCR CD3 inh
Cc1c(CNCC(C)c2ccccc2)c(C(=O)O)c(C)n1Cc1ccccc1 (centres undefined)	4.1	3.0	-1.6	-1.2	2.3	1.9	3.1	6.1	-1.6	-0.2
CCn1c(-c2cccnc2)n[nH]c1=S	-2.8	-2.5	3.1	-0.3	-3.4	3.9	9.7	3.9	-3.6	-2.1
Cc1ccccc1OCC(=O)N(Cc1nc(-c2ccccc2)no1)C(C)C	0.4	2.3	-2.5	-5.2	0.9	-21.2	-0.4	-8.8	-8.4	-0.1
CCN(C(=O)COC(=O)c1ccccc1Nc1ccccc1)c1c(N)n(Cc2ccccc2)c(=O)[nH]c1=O	2.0	-1.9	-5.7	-8.3	-14.2	-31.9	4.0	-7.6	2.5	5.8
Cc1nn(C(C)C(=O)NCCCN(Cc2ccccc2)C(C)C)c(=O)c2c1sc1ccccc12 (centres undefined)	2.4	1.9	0.8	2.4	3.4	0.9	-5.9	-13.2	-4.4	-1.0
CCN1CCN(c2cc(C)c3cc(NC(=O)CCC(=O)N4CCN(c5ccccc5OC)CC4)ccc3n2)CC1	3.1	1.3	-5.2	1.4	13.7	-17.0	-2.0	-2.6	0.8	5.8
C[C@@]12CCC3[C@@](CCC4[C@@]3(C)CCC[C@@]4(C)C(=O)N3CCCCC3)(CC1=O)C2 (some centres undefined)	-0.5	-5.9	-2.9	6.2	23.4	-1.7	5.0	2.5	-3.6	4.0
O=C(Oc1cc2oc(=O)c3c(c2cc1Cl)CCCC3)c1cccs1	3.9	1.1	-1.0	-2.5	6.0	0.7	-5.3	-1.3	8.5	1.4
CSc1ccc(C(=O)C2CCCN(C(=O)c3cccc(N4CCOCC4)c3)C2)cc1 (centres undefined)	5.0	6.3	4.2	-13.1	-9.2	0.0	-7.1	0.4	1.0	-0.7
CCOC(=O)c1c(-c2cc(OC)c(OC)c(OC)c2)csc1NC(=O)c1ccccc1	0.5	3.8	-1.3	-1.8	-0.2	-38.4	-1.7	8.0	3.8	6.5
COc1ccc(/C=C/C(=O)c2ccc(C)c([N+](=O)[O-])c2)cc1O	0.2	-4.5	1.4	-0.1	8.1	0.5	9.6	2.5	21.2	5.1
CCCOc1ccc(NC(N)=O)cc1OCCC	1.2	-2.7	2.0	9.5	-14.7	-2.1	-1.4	-0.1	-1.6	-0.2
COc1cccc(OC)c1C(=O)Nc1ccc(S(=O)(=O)Nc2ncccn2)cc1	1.2	-3.8	-3.0	3.9	-12.3	3.1	-8.0	5.0	3.4	8.5
COC(=O)c1c(NC(=O)CN2CCC3(O)CCCCC3C2c2ccc(OC)cc2OC)sc(C)c1C (centres undefined)	-2.9	2.3	30.1*	-6.0	-3.0	-34.8	-9.4	0.1	26.1	-7.5
CO/N=C/c1ccc(Oc2ccc([N+](=O)[O-])cc2[N+](=O)[O-])c(OC)c1	-1.6	-0.8	-3.6	-3.4	-0.3	-3.6	0.6	4.1	0.9	7.6
Cc1[nH]c2ccccc2c1SCc1nnc(SCc2ccccc2)n1C	-0.2	-0.4	-1.1	-2.8	13.6	-5.3	0.3	-4.2	-5.5	-4.2
Cc1cc(C)cc(C(=O)OCCN(C)C2CN(Cc3cn(Cc4cccc(F)c4)nn3)S(=O)(=O)C2)c1 (centres undefined)	-2.2	1.4	1.6	3.2	3.2	/	2.4	-5.2	-0.3	/
CCOC(=O)C1CCCN(Cc2cn[nH]c2-c2ccc(F)cc2F)C1 (centres undefined)	-3.4	-0.7	-1.3	-2.5	-12.3	2.0	-7.8	4.0	-5.8	1.5
O=C(c1ccc(F)cc1F)N(Cc1ccccn1)Cc1ccco1	-1.9	2.1	3.4	0.8	10.2	1.0	5.2	-3.7	0.2	-0.9
CC1=C(C)CC(C(=O)Nc2cccc(Cl)c2)C(C(=O)O)C1 (centres undefined)	0.4	0.4	-0.8	2.0	-4.7	3.8	9.9	-3.8	3.4	3.5
COc1cc(NC(=O)CCC2CCCC2)cc(-n2cnnn2)c1	2.9	-5.0	-2.0	-11.7	-4.3	-15.4	-2.2	9.7	-2.2	3.5
O=C1C=C(O)c2cccc3cccc1c23	3.3	-16.4	47.7*	14.5	6.8	13.9	5.6	0.4	-2.0	0.9
O=C(COC(=O)c1ccc(Br)o1)Nc1cccc(S(=O)(=O)N2CCOCC2)c1	-0.6	1.3	1.0	-2.1	-8.1	0.3	-5.8	-4.0	5.7	-1.1
O=C(CCC1CCCCC1)NCCN1CCOCC1	4.6	0.4	-1.4	-2.0	-11.0	3.9	-0.7	7.5	2.1	1.1
COC(=O)c1sccc1NC(=O)Nc1ccc(OC)c(OC)c1	4.0	0.1	1.0	-4.3	1.1	12.1	2.8	2.4	-0.8	-6.6
CCN(C(=O)c1ccccc1Cl)c1ccccc1	-2.8	-4.6	4.1	6.8	2.4	8.6	-3.9	-0.9	-2.4	-1.5
CSc1sc(C(=O)O)c2c1C(=O)CCC2	2.8	-8.1	-2.6	2.8	-7.5	3.9	5.1	-1.1	2.1	6.5
CCOC(=O)/C(C#N)=C\N(C)C	-1.1	-4.2	1.0	-0.3	13.0	-2.1	-2.9	-0.8	1.7	-0.2
COCCNc1nnc(SCC(=O)NC(=O)c2ccccc2OC)s1	-1.2	-1.5	-0.2	-1.7	7.3	2.5	-1.1	-1.8	-0.5	2.1
O=C(NNC1=NS(=O)(=O)c2ccccc21)c1ccc([N+](=O)[O-])cc1	1.0	1.7	0.6	-7.0	3.0	4.9	6.0	1.1	1.1	1.3
CSc1nc(/C=C2\C=Nc3ccccc32)c(O)n1C	-1.7	-8.0	1.5	10.9	-17.8	3.6	-7.3	-12.6	0.8	6.7
COc1ccc(NC(=O)CN2CCN(c3c(C)cc(C)cc3C)CC2)cc1	1.1	5.0	0.3	-0.2	-1.6	-13.8	4.2	5.0	-3.2	0.1
Cc1nc(-c2ccccc2)sc1C(=O)O	-1.2	1.2	0.3	1.8	5.5	1.9	-0.8	-4.2	1.1	1.7
CCN(CCCNC(=O)CNC(=O)c1nn(-c2ccc(OC)c(OC)c2)c(=O)c2ccccc12)c1ccccc1	1.2	-4.4	-1.9	3.8	0.3	-3.7	0.4	-0.7	-0.7	-4.4
COc1ccc(N2CCCC2=O)cc1S(=O)(=O)N1CCOCC1	-2.0	-2.3	1.4	-2.8	6.7	-4.1	2.0	2.9	4.0	3.1
COc1ccc(/C=N/n2c(C)nc3ccccc3c2=O)cc1	-1.3	-7.1	1.6	6.1	18.5	8.2	8.3	-6.8	0.9	3.0
COCCNC(=O)C1(C)CCN(Cc2csc(-c3ccc(Cl)cc3)n2)C1 (centres undefined)	1.8	2.3	-2.0	1.8	0.7	/	-2.3	0.1	-1.3	2.7
COc1ccc(OC)c(S(=O)(=O)NCCS(=O)(=O)N2CCN(c3ccccc3)CC2)c1	5.0	1.4	-1.4	0.4	2.3	-2.6	-4.6	-2.7	-0.8	5.3
CCC(=O)Nc1ccc(NC(=O)c2ccc3c(c2)OCO3)cc1	-0.1	0.6	-1.6	-3.5	-5.0	0.2	0.3	-4.2	1.1	3.5
Cc1ccc(SCCC(=O)NCC2CCCO2)cc1 (centres undefined)	2.1	5.8	-2.9	4.4	-1.6	1.6	10.7	3.7	-5.3	-9.8

Pulled one by one from the entries so far, three records:
SMILES	LEDGF integ inh	MBD2 inh	PRMT1 FP inh	ABHD4 inh	TDP2 absorb	HTRA1 inhibitor	SIAE primary	NPR2 activator	rCAG RNA binder	TCR CD3 inh
CSc1sc(C(=O)O)c2c1C(=O)CCC2	2.8	-8.1	-2.6	2.8	-7.5	3.9	5.1	-1.1	2.1	6.5
CCN(CCCNC(=O)CNC(=O)c1nn(-c2ccc(OC)c(OC)c2)c(=O)c2ccccc12)c1ccccc1	1.2	-4.4	-1.9	3.8	0.3	-3.7	0.4	-0.7	-0.7	-4.4
CCOC(=O)/C(C#N)=C\N(C)C	-1.1	-4.2	1.0	-0.3	13.0	-2.1	-2.9	-0.8	1.7	-0.2

The list continues:
SMILES	LEDGF integ inh	MBD2 inh	PRMT1 FP inh	ABHD4 inh	TDP2 absorb	HTRA1 inhibitor	SIAE primary	NPR2 activator	rCAG RNA binder	TCR CD3 inh
c1ccc(-n2nnc3cnccc32)cc1	-0.1	6.1	2.9	-2.4	1.6	-1.8	-3.7	-0.2	-0.9	-3.5
O=C(CSc1nnc(CNc2ccc(F)cc2)n1-c1ccccc1)N1CCOCC1	1.0	5.1	4.2	-0.7	2.6	4.8	-1.0	2.2	-6.9	1.8
CCOC(=O)c1cccc(NC2c3ccccc3C(=O)N2Cc2ccco2)c1 (centres undefined)	-0.4	-2.0	3.0	-2.5	-13.4	-15.4	-8.0	-5.4	1.3	-1.7
Cc1ccc(Cl)cc1NC(=O)C1CCCN(S(C)(=O)=O)C1 (centres undefined)	-10.9	6.3	1.5	3.5	-7.7	1.5	-2.3	-1.6	4.7	5.5
CC(C)C[C@H]1COc2cc(N3CCCC3)ccc2S(=O)(=O)N1C	4.0	1.7	-4.4	9.4	-9.6	/	-4.6	-3.9	0.5	/
O=C(NCCCNC(=O)c1cccnc1)c1ccc(Cl)cc1	-1.0	1.1	5.5	-12.4	-14.0	-0.6	3.2	-1.7	6.8	-3.9
O=C(c1ccco1)N1CCN(C2CN(Cc3ccc(F)cc3)S(=O)(=O)C2)CC1 (centres undefined)	-1.4	-5.4	0.6	-0.8	3.6	/	-0.7	-3.6	-0.6	-9.8
Cn1c(=O)c2nc3ccccc3nc2n(C)c1=O	4.3	-12.9	-4.1	-4.8	-13.2	7.0	-4.7	1.2	2.0	7.0
COc1ccc(N2CCN(C(=O)CCCC(=O)c3ccccc3)CC2)cc1	3.3	0.6	-3.9	6.0	6.0	6.8	-0.9	6.0	1.1	1.9
COc1ccc(/C=N\NC(=O)CN2CCN(Cc3ccccc3)CC2)cc1OCc1ccccc1	2.4	-0.6	-6.5	2.5	-4.0	/	-6.3	-2.7	1.7	/
Cc1cc(C)nc(NC(=O)CSc2nn(C)c(=S)s2)n1	2.2	7.5	3.8	-1.0	-0.7	-3.2	-1.3	3.5	-1.1	-6.9
Cc1cc(=O)n2nc(N3CCCC(C(=O)NCc4ccco4)C3)sc2n1 (centres undefined)	1.1	-3.2	-4.3	6.7	-5.1	1.7	-5.5	-1.4	1.0	4.3
CN1CCC(N2CCN(C3CN(Cc4ccc(F)cc4)S(=O)(=O)C3)CC2)CC1 (centres undefined)	-3.2	-1.4	-4.0	-5.8	-15.2	/	-4.0	1.9	3.4	-2.0
CC1CCCN(S(=O)(=O)c2ccc(C(=O)Nc3nnc(-c4ccccc4Cl)o3)cc2)C1 (centres undefined)	-0.1	0.9	-1.0	-9.0	-2.8	3.9	4.2	3.5	4.0	-1.8
COc1cc(CNc2nc3c(C)cc(C)cc3s2)ccc1O	1.9	2.1	8.3	-8.2	-20.2	1.6	4.4	-11.0	10.5	-3.2
CC(Oc1cccc(Cl)c1)C(=O)Nc1cc(=O)n(C)c(=O)n1C (centres undefined)	-0.6	3.4	-2.0	-0.4	-4.8	5.8	1.1	7.0	-2.9	3.2
